DENV2 CPE rescue: inhibitors of DENV2 cytopathic effect, primary screen, cell-based, plate reader, single concentration; DENV2-infected cells, cytopathic effect rescue; AID 651640, 2012; 1.7% of 350,000 active; CPE inhibition, % at 9.99 µM; in the data active = CPE inhibition above about 20%, passing the limit was not always enough; inconclusive = no clear call, values can overlap the other calls; tested in BHK-21 cells;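 also: 0% = median of neutral control wells and 100% = median of positive control wells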
miR-122 sensor: miR-122 Renilla sensor signal increase in Huh7, primary screen, miR-122 inhibitor project, cell-based, single point, plate reader. Huh7 miR-122 Renilla luciferase sensor, 48 h; neutral wells = 0, positive control = 100. activation (reporter increase), % at 12.5 µM. 0.3% of 340,000 active;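 active = mean replicate activation score at least 90 and every replicate individually at or above 90; inconclusive = only one of the two criteria met; inactive = neither criterion met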;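 also: higher luciferase means less miR-122 activity so hits act as miR-122 inhibitors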
F508del corr: F508del CFTR correction, initial screen, CFBE line, single point; CFBE cells, YFP halide quenching; stimulated with forskolin plus potentiator P3; % fluorescence drop versus neutral controls; activity (quench increase), % at 7.58 µM; 0.36% of 350,000 active; AID 720511, 2013;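 active = mean added fluorescence quench of at least 8% versus neutral control, with both replicates also reaching 8%; inconclusive = only one of the mean or replicate conditions met; inactive = mean below 8% and not both replicates reaching 8%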;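 also: cells transiently co-express mutant CFTR-F508del with the halide-sensitive YFP; corrector assay measuring rescue of mutant channel to the surface after 24 h compound exposure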
ERp5 inh: inhibitors of ERp5-driven insulin aggregation, primary screen, biochemical, turbidity, absorbance 650 nm, single point; Protein disulfide-isomerase A6 (Homo sapiens), Q15084; 90 min; inhibition, % at 9.99 µM; 0.05% of 350,000 active;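 active = mean replicate inhibition above about 25%, with every replicate also reaching it, limit read from the data, passing the limit was not always enough; inconclusive = only one of those two criteria met; inactive = neither criterion met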
SIRT5 block: SIRT5 desuccinylase inhibitors, primary screen, biochemical, fluorescence imaging, single point, set 5 | inhibition, % at 15 µM | 1.1% of 330,000 active | NAD-dependent protein deacylase sirtuin-5, mitochondrial (Homo sapiens), Q9NXA8 | Purified SirT5, succinyl-peptide AMC, trypsin-coupled fluorescence; in the data active = inhibition above about 15%; inconclusive = no clear call, values can overlap the other calls
Casp6 inh: human caspase-6 inhibitors, primary screen, biochemical, VEID-R110 fluorescence, single point, set 2; P55212; AID 686996, 2013; inhibition, % at 12.5 µM; 0.53% of 350,000 active; purified caspase-6, Z-VEID-R110 cleavage fluorescence;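 active = mean inhibition across replicates at least about 35%, with every replicate also reaching that limit, limit read from the data; inconclusive = only one of the two criteria met; inactive = neither criterion met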;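 also: 0% = median of neutral control wells and 100% = no fluorescence left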
ERAP1 HTS inh: human ERAP1 aminopeptidase inhibitors, primary screen, biochemical, single point, plate reader; Endoplasmic reticulum aminopeptidase 1 (Homo sapiens), Q9NZ08; recombinant ERAP1, Leu-AMC fluorescence, 60 min; inhibition, % at 10.7 µM; 0.15% of 340,000 active; AID 652197, 2013;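 active = mean replicate inhibition of at least 30%, or all replicates individually reaching that 30% level; inactive = mean below 30% and not every replicate reaching it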;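 also: 0% = neutral control wells and 100% = L-leucinethiol positive control wells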
Target sequence (Q9NZ08 whole entry, looked up): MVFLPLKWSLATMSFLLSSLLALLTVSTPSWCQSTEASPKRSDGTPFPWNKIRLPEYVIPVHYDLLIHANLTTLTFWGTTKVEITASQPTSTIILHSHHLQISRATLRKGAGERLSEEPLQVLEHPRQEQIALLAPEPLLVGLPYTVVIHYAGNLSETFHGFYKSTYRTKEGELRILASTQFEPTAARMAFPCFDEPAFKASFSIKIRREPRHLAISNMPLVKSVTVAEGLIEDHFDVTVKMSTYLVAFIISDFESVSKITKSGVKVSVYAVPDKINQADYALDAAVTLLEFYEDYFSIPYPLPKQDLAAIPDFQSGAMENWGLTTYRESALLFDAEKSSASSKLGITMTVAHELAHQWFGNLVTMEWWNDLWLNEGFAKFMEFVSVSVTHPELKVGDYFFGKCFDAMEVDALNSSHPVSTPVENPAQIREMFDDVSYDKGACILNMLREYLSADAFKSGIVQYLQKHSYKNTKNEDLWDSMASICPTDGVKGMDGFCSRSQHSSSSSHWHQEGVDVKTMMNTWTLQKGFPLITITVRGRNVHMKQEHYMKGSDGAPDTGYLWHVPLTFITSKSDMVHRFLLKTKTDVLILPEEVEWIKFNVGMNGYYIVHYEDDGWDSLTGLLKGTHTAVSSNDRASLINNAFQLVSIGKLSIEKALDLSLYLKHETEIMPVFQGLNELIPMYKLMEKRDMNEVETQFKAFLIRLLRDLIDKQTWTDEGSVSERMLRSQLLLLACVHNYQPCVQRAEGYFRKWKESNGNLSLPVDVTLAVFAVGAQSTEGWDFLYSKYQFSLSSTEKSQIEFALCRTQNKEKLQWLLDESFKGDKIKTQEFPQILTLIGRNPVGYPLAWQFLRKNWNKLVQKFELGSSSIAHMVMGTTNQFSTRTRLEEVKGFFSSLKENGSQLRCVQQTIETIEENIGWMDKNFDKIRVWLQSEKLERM
* marks the source's active call; other numbers are inactive results; ? = inconclusive; . = no result given; & = joins results of further samples; [ ] = dose if it differs, or a comment.

Sample of the layout:
DENV2 CPE rescue	miR-122 sensor	F508del corr	ERp5 inh	SMILES	SIRT5 block	Casp6 inh	ERAP1 HTS inh
-3	-3	-0.2	-4	COc1ccc(S(=O)(=O)N2CC(C)OC(C)C2)cc1C(=O)N1CCCCC1 (stereo not drawn)	-2	-2	2
3	0[16.7 µM]	-0.7	1	CC(=O)N1CC[C@@H]2[C@H]1c1cc(-c3cccc(F)c3)ccc1N[C@@H]2CO	1	2	2
-5	.	-1.8	0	CC1(C)C(C=C(Cl)Cl)C1C(=O)NC(O)C(=O)c1ccccc1 (stereo not drawn)	-9	-1	-2
-3	.	-1.3	3	CCCC#Cc1ccc(CC[C@H]2O[C@H]3CC[C@H](CO)O[C@H]3C[C@@H]2NC(=O)CN2CCOCC2)cc1	2	1	-20

All compounds of this part, repeating the preview:
DENV2 CPE rescue	miR-122 sensor	F508del corr	ERp5 inh	SMILES	SIRT5 block	Casp6 inh	ERAP1 HTS inh
-3	-3	-0.2	-4	COc1ccc(S(=O)(=O)N2CC(C)OC(C)C2)cc1C(=O)N1CCCCC1 (stereo not drawn)	-2	-2	2
3	0[16.7 µM]	-0.7	1	CC(=O)N1CC[C@@H]2[C@H]1c1cc(-c3cccc(F)c3)ccc1N[C@@H]2CO	1	2	2
-5	.	-1.8	0	CC1(C)C(C=C(Cl)Cl)C1C(=O)NC(O)C(=O)c1ccccc1 (stereo not drawn)	-9	-1	-2
-3	.	-1.3	3	CCCC#Cc1ccc(CC[C@H]2O[C@H]3CC[C@H](CO)O[C@H]3C[C@@H]2NC(=O)CN2CCOCC2)cc1	2	1	-20
?	4[16.7 µM]	-2.6	4	CN(C)C(=O)C[C@H]1C[C@H]2c3cc(NC(=O)c4ccc5c(c4)OCO5)ccc3O[C@H]2[C@@H](CO)O1	0	1	0
-3	2	-3.9	9	CC(=O)NN1C(=O)/C(=C\c2ccc(O)cc2)SC1=S	4	3	7
-12	-5[16.7 µM]	4.2	11	C[C@@H]1CN([C@H](C)CO)S(=O)(=O)c2ccc(-c3cccnc3)cc2O[C@H]1CN(C)Cc1ccncc1	1	3	-1
18	.	0.1	-1	O=C(NC1CCCC1)[C@@H]1CCCN1C(=O)[C@@H](NC(=O)N1CCOCC1)C1CCCCC1	-1	-1	1
?	.	-2.5	-1	O=C(CCN1CCCCC1)NCC[C@H]1CC[C@@H](NC(=O)C2CCOCC2)[C@H](CO)O1	-1	-3	3
-2	2	3.1	-3	Cc1cc(NC(=O)COC(=O)C2CC(=O)N(c3cccc(Cl)c3)C2)no1 (stereo not drawn)	-2	-2	-7
-7	-3	-2.3	0	COc1ccc2c(c1)c(/C=N/Nc1ccc(C(=O)O)cc1)c(C)n2C	2	1	.
-11	.	0.5	-6	COc1ccc(CCn2c(-c3ccc(C(C)(C)C)cc3)n[nH]c2=S)cc1OC	0	-2	-1

Taken from above:
Under DENV2 CPE rescue, CC1(C)C(C=C(Cl)Cl)C1C(=O)NC(O)C(=O)c1ccccc1 (stereo not drawn) has the entry -5
Under Casp6 inh, C[C@@H]1CN([C@H](C)CO)S(=O)(=O)c2ccc(-c3cccnc3)cc2O[C@H]1CN(C)Cc1ccncc1 has the entry 3

Full records, looked up by structure. Order of values: DENV2 CPE rescue | miR-122 sensor | F508del corr | ERp5 inh | SIRT5 block | Casp6 inh | ERAP1 HTS inh
CC(=O)N1CC[C@@H]2[C@H]1c1cc(-c3cccc(F)c3)ccc1N[C@@H]2CO across the screens: 3 | 0[16.7 µM] | -0.7 | 1 | 1 | 2 | 2
COc1ccc(S(=O)(=O)N2CC(C)OC(C)C2)cc1C(=O)N1CCCCC1 (stereo not drawn) across the screens: -3 | -3 | -0.2 | -4 | -2 | -2 | 2
O=C(CCN1CCCCC1)NCC[C@H]1CC[C@@H](NC(=O)C2CCOCC2)[C@H](CO)O1 across the screens: ? | . | -2.5 | -1 | -1 | -3 | 3
COc1ccc(CCn2c(-c3ccc(C(C)(C)C)cc3)n[nH]c2=S)cc1OC across the screens: -11 | . | 0.5 | -6 | 0 | -2 | -1
CC1(C)C(C=C(Cl)Cl)C1C(=O)NC(O)C(=O)c1ccccc1 (stereo not drawn) across the screens: -5 | . | -1.8 | 0 | -9 | -1 | -2

Further records.
DENV2 CPE rescue	miR-122 sensor	F508del corr	ERp5 inh	SMILES	SIRT5 block	Casp6 inh	ERAP1 HTS inh
3	-5	1.0	1	Cc1ccc(N(C(C)C(=O)N2CCCC2)S(C)(=O)=O)cc1 (stereo not drawn)	1	1	-2
-4	-4	-1.1	-3	CC(=O)NS(=O)(=O)c1ccc(NC(=S)Nc2ccccc2)cc1	7	4	.
7	0	-3.3	1	O=C(OCc1ccccc1)N1CCC2CC1c1cc(N3CCNCC3)ccc12 (stereo not drawn)	0	1	-4
-5	0[16.7 µM]	-1.0	0	C[C@H](CO)N1C[C@H](C)[C@@H](CN(C)S(C)(=O)=O)Oc2ccc(NC(=O)Nc3cccc4ccccc34)cc2C1=O	5	1	2
-7	10[16.7 µM]	1.7	0	CCS(=O)(=O)N1CCCCN2[C@H](CO)[C@@H](c3ccc(-c4ccccc4F)cc3)[C@@H]2C1	6	-5	6
-1	.	-2.3	-1	O=c1[nH]c(/C(Cl)=C/c2cccc(F)c2)nc2cc(C(F)(F)F)ccc12	-2	1	-4
-2	-4	-0.9	-5	CCC(CC)C(=O)NCc1ccc(OC)cc1	-1	2	4
-9&3	-5	-2.3&1.0	-4&5	CCOC(=O)CCCCCC(=O)Nc1ccc2c(c1)C(=O)N([C@@H](C)CO)C[C@H](C)[C@H](CN(C)C(=O)NC(C)C)OCCCC[C@H](C)O2	-1&-4	3&1	-1&3
2	9	4.0	0	COc1ccc(OC)c2sc(NC(=O)c3ccc(S(=O)(=O)N4CCOCC4)cc3)nc12	-3	-2	6
-6	-5	-0.8	4	Cc1ccc(NC(=O)COc2coc(CN3CCc4ccccc43)cc2=O)cc1Cl	0	5	0
2	.	-0.9	4	C=CCN=C1NC(CCc2ccccc2)C(C(=O)OC)=C(C)N1Cc1ccccc1C(F)(F)F (stereo not drawn)	1	-1	5
3	-31	-3.0	3	O=C(Nc1cccc([N+](=O)[O-])c1)c1cc2ccccc2cc1O	1	-2	4
-10	-3	0.9	5	CN(CC(=O)Nc1ccc(N2CCOCC2)cc1)C(=O)CSc1ccc(Br)cc1	-3	0	-2
4	.	0.4	-2	CCc1c(C(=O)N/N=C/c2ccc(OCc3ccc(F)cc3)c(OC)c2)nnn1-c1nonc1N	-1	-6	-1
1	-4	-3.0	8	COc1ccccc1NC(=O)COC(=O)C1CC2CCCC(C1)C2=O (stereo not drawn)	-3	0	-2
?	.	1.9	2	C[C@H]1CN([C@@H](C)CO)C(=O)c2cc(C#CCc3ccccc3)cnc2O[C@@H]1CN(C)Cc1ccccc1	4	2	-1
-2	-3[16.7 µM]	-2.9	19	CC(C)NC(=O)N(C)C[C@@H]1Oc2ccc(NC(=O)Nc3ccc4c(c3)OCO4)cc2CC(=O)N([C@H](C)CO)C[C@H]1C	-3	3	-1
?	8[16.7 µM]	1.6	1	COc1ccc(NC(=O)N(C)C[C@H]2Oc3c(cccc3N(C)C)C(=O)N([C@@H](C)CO)C[C@H]2C)cc1	-1	-1	10
6	-2[16.7 µM]	-1.5	1	C[C@@H]1CN([C@@H](C)CO)C(=O)c2cccc(NS(=O)(=O)c3ccc(F)cc3)c2O[C@@H]1CN(C)Cc1ccncc1	-5	0	2
-6	.	0.8	-7	Cc1ccc(C(=O)CCC(=O)OCC(=O)NNC(=O)c2ccccc2Cl)cc1	-6	-1	-7
1	-5	3.9	7	COC(=O)c1ccccc1NC1c2ccccc2C(=O)N1c1cccnc1 (stereo not drawn)	-3	2	5
-3	2	4.8	-1	CC1(C)OC(=O)C(=CSc2ccc(C(C)(C)C)cc2)C(=O)O1	-1	18	-3
5	-1	-2.7	-2	Cc1nn(C)c(C)c1S(=O)(=O)N(CC(=O)Nc1ccccn1)c1ccc(C(C)C)cc1	.	-1	-1
7	4[16.7 µM]	1.4	1	CC(C)CC#Cc1cnc2c(c1)C(=O)N([C@H](C)CO)C[C@@H](C)[C@H](CN(C)Cc1ccc(F)cc1)O2	7	0	-3
-13	6[16.7 µM]	3.1	0	C[C@@H]1CN([C@H](C)CO)C(=O)Cc2cc(NC(=O)C3CC3)ccc2O[C@H]1CN(C)Cc1ccc(C(=O)Nc2ccccc2N)cc1	8	1	0
5	-2	2.5	4	COc1ccc(C)cc1NC(=O)C1CCN(S(=O)(=O)c2ccccc2)CC1	1	1	4
-10	.	4.6	3	O=C(Cn1ncc2c(=O)oc3ccccc3c21)NCC1CCCO1 (stereo not drawn)	-3	1	-3
2	.	0.0	-2	CCCn1c(N)c(N(CCOC)C(=O)/C=C/c2cccc(Cl)c2)c(=O)[nH]c1=O	13	1	-1
-2	-7	0.4	3	CCc1nc2ccc(C(=O)N3CCN(c4cccc(OC)c4)CC3)cc2nc1CC	1	2	1
?	.	-1.7	0	COCC(=O)Nc1ccc2c(c1)C(=O)N(C)C[C@@H](OC)[C@@H](C)CN(CC1CC1)[C@@H](C)CO2	-3	-11	0
10	0	1.8	2	O=C1NC2(CCCCCC2)C(=O)N1Cc1ccc(Cl)cc1Cl	-4	-2	-4
-7	.	1.0	2	COCCNc1oc(/C=C/c2ccccc2)nc1C#N	-160	1	-290
4	.	2.7	2	COC(=O)c1ccc2nc(-c3ccc(F)cc3)c(Cc3cccc(Cl)c3)n2c1	.	2	.
.	-4	.	5	CCN1C(=O)C2(C(C#N)=C(N)Oc3n[nH]c(COC)c32)c2ccccc21 (stereo not drawn)	.	2	4
2	.	1.1	0	Cc1nc2ncnn2c(C)c1C/C=C/c1ccccc1	-1	2	-1
0	.	0.7	-4	Cc1ccccc1CN1C(=O)CN(S(C)(=O)=O)CC1(C)C(=O)Nc1ccc2c(c1)OCCO2 (stereo not drawn)	2	-3	.
1	-7	0.0	1	COc1ccc(-c2ccc(CN3C(C(C)C)C(=O)N(Cc4cn(CCC5OCCCO5)nn4)CCS3(=O)=O)cc2)cn1 (stereo not drawn)	-2	3	.
7	.	.	-2	COc1ccc(-c2noc(CNC(=O)Nc3ccc(F)cc3)n2)cc1	-2	2	-1
2&-6	2	-2.7&1.8	-3&-6	O=C(NCc1ccccc1)C1=C[C@@H](C2CCCCC2)C[C@@H](OCc2ccc(CO)cc2)O1	-1&-4	-4&-1	-1&1
3	-15[16.7 µM]	3.6	1	C[C@H]1CN([C@@H](C)CO)C(=O)c2cc(-c3ccccc3)cnc2O[C@@H]1CN(C)C(=O)NC1CCCC1	-5	2	1
